Bioassay records as filed in PubChem BioAssay.
Pemphigus Ab inh – inhibitors of pemphigus antibody binding to human desmoglein-3. AID 588358. 0.48% of 310,000 active. P32926. DSG3-coupled beads, scFv-anti-DSG3-GFP binding, flow cytometry; hits give low values. binding (percent of control), % at 10 µM;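 active = binding more than 3 SD below its plate's average and above zero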;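 note: hits lower antibody fragment binding to DSG3; some compounds called inactive have numbers as strong as hits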
OPRM1-OPRD1 inv – mu-delta opioid heterodimer inverse agonism; inhibition, % at 9.3 µM; 0.21% of 340,000 active; P35372+P41143; cell-based MOR-DOR heterodimer luminescence; in the data active = inhibition above about 22%, passing the limit was not always enough;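 note: 0% = cells with DMSO and 100% = wells without cells with DMSO; values of inactives mirror those of a sister screen read the other way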
HTR5A ag – counter-screen for OPRM1-OPRD1 agonists: human HTR5A agonism | activation, % at 9.3 µM | 0.61% of 340,000 active | HTR5A agonist assay, luminescence, cell-based | AID 504692; in the data active = activation mostly above about 9.5%, no sharp cut-off; inactive = mostly below about 7.6%;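 note: 0% = cells with vehicle only and 100% = reference agonist; strong numbers were not always called active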
OPRM1-OPRD1 ag – agonists of human mu-delta opioid receptor heterodimerization. P35372+P41143. cells, OPRM1-OPRD1 heterodimerization, luminescence. activation, % at 9.3 µM. 0.3% of 340,000 active; in the data active = activation above about 18%;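 note: 0% = vehicle-treated cells and 100% = reference agonist; values of inactives mirror those of a sister screen read the other way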
DAGLB inhibitor – blocks human DAGLB lipase activity; 0.059% of 340,000 active; HEK293T DAGLB membrane lysate, EnzChek fluorogenic substrate; Q8NCG7; inhibition, % at 5.17 µM; in the data active = inhibition above about 34%;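 note: 0% = enzyme with vehicle and 100% = wells lacking enzyme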
Target sequence (Q8NCG7 whole entry, looked up): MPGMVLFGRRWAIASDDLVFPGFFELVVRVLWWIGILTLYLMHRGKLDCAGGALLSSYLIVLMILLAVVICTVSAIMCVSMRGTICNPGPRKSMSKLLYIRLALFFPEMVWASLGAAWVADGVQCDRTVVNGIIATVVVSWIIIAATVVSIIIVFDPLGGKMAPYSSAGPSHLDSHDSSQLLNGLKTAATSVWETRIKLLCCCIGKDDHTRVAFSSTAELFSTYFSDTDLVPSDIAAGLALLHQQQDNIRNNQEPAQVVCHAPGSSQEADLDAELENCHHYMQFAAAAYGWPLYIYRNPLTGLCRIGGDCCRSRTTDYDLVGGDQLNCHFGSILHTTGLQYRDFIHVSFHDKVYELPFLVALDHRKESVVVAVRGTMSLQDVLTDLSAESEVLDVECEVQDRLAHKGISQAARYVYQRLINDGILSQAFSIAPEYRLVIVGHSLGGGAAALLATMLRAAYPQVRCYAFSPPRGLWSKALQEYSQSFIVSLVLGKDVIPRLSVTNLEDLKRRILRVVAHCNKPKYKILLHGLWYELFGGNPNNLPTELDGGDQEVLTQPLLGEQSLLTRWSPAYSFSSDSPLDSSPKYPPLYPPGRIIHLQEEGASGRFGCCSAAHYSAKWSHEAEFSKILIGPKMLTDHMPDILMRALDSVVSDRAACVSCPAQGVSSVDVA
HTR5A inv ag – inverse agonist of human HTR5A in OPRM1-OPRD1 counter-screen; P47898; HTR5A cell line, luminescence, inverse agonism; inhibition, % at 9.3 µM; 0.083% of 340,000 active; AID 504634; in the data active = inhibition mostly above about 23%, no sharp cut-off; inactive = mostly below about 18%;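 note: 0% = cells with DMSO and 100% = no-cell wells with DMSO; some compounds called inactive have numbers as strong as hits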
PKA-R2B activ – PKA-R2B complex activation | P22694+P31323 | PKA-R2B holoenzyme dissociation, Cy5-IP20 fluorescence polarization; R2B truncated from residue 108, S112A mutant; 0% DMSO only, 100% 113 µM cGMP | activation, % at 11.4 µM | 0.079% of 340,000 active;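 active = activation above a cutoff set at the mean over all compounds plus 3 SD, cut at about 18% in these data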;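 note: higher means more holoenzyme dissociation and a rise in polarization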
Target sequence (P31323 whole entry, looked up, other chains not shown, the tested form may be a part): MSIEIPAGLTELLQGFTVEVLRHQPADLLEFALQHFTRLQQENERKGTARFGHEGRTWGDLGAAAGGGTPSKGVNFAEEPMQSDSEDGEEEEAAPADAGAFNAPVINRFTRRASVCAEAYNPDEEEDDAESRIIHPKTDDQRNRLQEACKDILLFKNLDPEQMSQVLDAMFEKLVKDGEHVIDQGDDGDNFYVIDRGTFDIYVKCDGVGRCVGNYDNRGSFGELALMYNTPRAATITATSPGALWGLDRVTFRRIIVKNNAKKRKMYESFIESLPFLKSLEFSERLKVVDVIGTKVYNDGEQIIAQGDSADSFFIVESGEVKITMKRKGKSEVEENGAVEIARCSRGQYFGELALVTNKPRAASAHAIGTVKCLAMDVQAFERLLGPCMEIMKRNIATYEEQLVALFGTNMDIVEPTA
Arr AP2 block – inhibitors of human beta-arrestin and AP2 interaction. AID 504490. 0.31% of 340,000 active. inhibition, % at 10 µM. FITC-arrestin peptide / GST-AP2 beads, flow cytometry; AP2 beta2 appendage carries R879A mutation;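 active = inhibition above a set limit, near 3 SD of compounds lacking own fluorescence, cut at about 54% in these data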;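 note: plate controls were DMSO wells for no effect and 5 µM unlabelled arrestin peptide for full effect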
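Material – GST-tagged AP2 beta2-adaptin appendage (R879A) on 4 µm glutathione beads · Probe or stimulus – fluorescein-tagged arrestin peptide at 50 nM final · Timing – 12 min plus 1 h, RT · Detection – bead flow cytometry, FITC channel · Read-out basis – inhibition as reduced fluorescein signal on beads, percent · Medium – PBS plus Tween 20 (0.05%) and BSA (0.1%)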
V-ATPase pHluor – regulators of yeast V-ATPase proton transport; 0.37% of 350,000 active; response, % at 10 µM; S. cerevisiae, pHLuorin cytosolic pH fluorescence; in the data active = response mostly above about 7.3%, no sharp cut-off; inactive = mostly below about 5.4%; note: actives read high; inactives centre near 0; some compounds called inactive have numbers as strong as hits; reference of the scale not given here
PKA-R1A activ – PKA-R1A complex activation; activation, % at 11.4 µM; PKA-R1A dissociation, Cy5-IP20 fluorescence polarization; scaled: DMSO 0%, 113 µM cGMP 100%; 0.083% of 340,000 active;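 active = percent activation above the mean of all tested compounds plus 3 SD, cut at about 19% in these data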;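 note: higher means more PKAc released from R1A so a rise in polarization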
An asterisk follows results filed as active; . = not tested or not shown.

Fields: Pemphigus Ab inh	OPRM1-OPRD1 inv	HTR5A ag	OPRM1-OPRD1 ag	DAGLB inhibitor	HTR5A inv ag	PKA-R2B activ	Arr AP2 block	V-ATPase pHluor	PKA-R1A activ
1) CC(=O)c1ccc(OCc2cc(C(=O)N(C)C3CCOC3)no2)cc1 (configuration not stated)
    116	1	-2	-0.2	-1	-15	-4	32	-14	9
2) NS(=O)(=O)c1cccc(NC(=O)c2ccc(S(=O)(=O)N3CCCCCC3)cc2)c1
    .	3	-2	-0.8	0	5	-16	-9	-3	-17
3) CCC(=O)N(c1nnc(SCC(=O)Nc2ccc(N3CCOCC3)cc2)s1)C1CC1
    .	4	8	-1.2	-1	-11	-14	14	7	-8
4) Cc1ccc(-n2c3c(cc(C(=O)NC4CCSC4=O)c2=O)C(=O)CC(C)(C)C3)cc1 (configuration not stated)
    105	14	-3	-2.3	-3	3	6	7	0	11
5) O=C(Nc1cccnc1)c1scc2c1OCCO2
    112	4	4	-0.8	-1	-23	-7	2	-1	0
6) CCc1noc(C)c1C(=O)Nc1nnc(C(CC)CC)s1
    104	4	0	-1.1	-2	-6	-2	18	-2	9
7) CCCC/S(C)=N/S(=O)(=O)c1ccc(C)cc1 (configuration not stated)
    96	6	4	-0.9	-1	-13	7	18	-1	-6
8) NS(=O)(=O)c1ccc(CCNc2ccccc2[N+](=O)[O-])cc1
    .	3	-4	-0.4	8	10	12	4	-3	-6
9) CCOc1ccc(C(O)Cn2c(=N)n(CCN3CCCCC3)c3ccccc32)cc1 (configuration not stated)
    105	.	.	.	-2	.	2	-7	-1	-9
10) CCC(ONc1ccccc1C(F)(F)F)(C(=O)NN(C)C)c1ccccc1 (configuration not stated)
    104	-26	-1	4.4	2	4	-1	27	-3	-18
11) O=C1CC(C(=O)N2CCN(S(=O)(=O)c3cccc(F)c3)CC2)CN1Cc1ccccc1Cl (configuration not stated)
    99	6	-4	-0.9	-2	10	-7	-5	3	-16
12) COc1ccccc1CNC(=O)C(NC(=O)C1CCCCC1)C(C)C (configuration not stated)
    111	15	2	-2.7	0	-4	-4	-11	-2	2
13) CCOc1cc(/C=N/Nc2nncc(-c3ccccc3)n2)ccc1O
    103	2	-4	-0.4	3	10	2	20	-1	2
14) O=C(N/N=C/c1ccc(OC2CSC2)cc1)c1ccccc1
    118	11	6	-1.9	3	-9	6	7	0	4
15) CCCC(=O)Nc1ccc2nc(C)n(Cc3ccccc3Cl)c(=O)c2c1
    105	16	2	-3.2	-1	-6	-2	-5	5	-11
16) O=C(COC(=O)c1ccc(O)cc1O)c1ccc2c(c1)OCCO2
    101	10	-1	-2.5	-4	11	-2	10	-3	5
17) CC(C)(Oc1ccc(Cl)cc1)C(=O)OCC(=O)N1CCCC1
    106	13	1	-2.2	2	5	7	0	-2	2
18) CCOc1ccc(CCNC(=O)Cn2c(=O)c3cccn3c3cccnc32)cc1
    99	12	2	-2.4	-1	2	-1	-29	1	-7
19) COc1ccc(NC(=O)CN(C)C(=O)c2cccc(S(=O)(=O)N3CCCc4ccccc43)c2)cc1
    96	4	-2	-0.8	0	9	6	9	1	-1
20) CCOc1ccc(NC(=O)CN2C(=O)C3CCCN3C2=O)cc1 (configuration not stated)
    110	14	2	-2.8	0	-6	-1	2	5	-5
21) CCN(CC)CCCNC(=S)N(Cc1cccnc1)Cc1cc2cccc(C)c2[nH]c1=O
    111	12	1	-2.3	-1	26	-4	5	0	-13
22) COc1ccc(N(C(=O)c2cccc([N+](=O)[O-])c2)S(=O)(=O)c2cccs2)cc1
    99	9	-4	-1.9	0	10	-9	14	3	-17
23) CNC(=S)N(CCCO)Cc1cc2cc3c(cc2[nH]c1=O)OCO3
    110	9	-1	-2.0	-1	3	2	-3	0	-19
24) CCC(C)c1ccc(S(=O)(=O)N2CCN(C(=O)COc3ccc4c(C)cc(=O)oc4c3)CC2)cc1 (configuration not stated)
    96	0	6	0.0	-1	-16	2	-48	-2	5
25) O=C(NCCCN1CCOCC1)c1ccc2c(c1)N(Cc1ccccc1)C(=O)c1ccccc1S2
    98	9	-3	-1.8	-3	12	-3	-19	3	0
26) CCOC(=O)C1CCCN(C(=O)c2cc(Cl)ccc2Cl)C1 (configuration not stated)
    97	-13	7	2.1	-3	-16	6	5	-3	-5
27) COC(=O)C1=C(C)N=C2SCCC(=O)N2C1c1ccc(OC(=O)c2ccco2)cc1 (configuration not stated)
    95	-2	3	0.3	-3	-8	-4	-7	2	-7
28) CCOc1ccc(-c2nnc(NC(=O)COc3ccccc3F)o2)cc1
    95	.	.	.	3	.	-5	.	3	-8
29) COc1cc(/C=N/NC(=O)Cc2c[nH]c3ccccc23)cc(OC)c1OC
    103	9	-3	-1.9	0	-10	10	7	1	-6
30) CC(C)(C)NS(=O)(=O)c1ccc(NS(C)(=O)=O)cc1
    117	9	0	-1.7	-1	1	3	4	-7	-14
31) CC(=O)Nc1ccc(S(=O)(=O)NCCC(=O)OCc2csc(CC(=O)Nc3ccccc3C)n2)cc1
    .	6	-4	-1.2	1	10	4	-10	0	3
32) CSc1ccc(CCCCCCOC(=O)C(C)(C)C)cc1
    106	-3	4	0.6	-2	-8	2	-18	1	-7
33) CCC(C(=O)NCc1ccco1)N(C(=O)CNS(=O)(=O)c1ccccc1)c1ccc(F)cc1 (configuration not stated)
    108	11	0	-2.1	-1	0	2	-15	-2	-5
34) CC(=O)Nc1cccc(NC(=O)CCn2cnc3cc(C)c(C)cc32)c1
    110	12	-1	-2.7	0	6	2	2	2	-5
35) O=C1c2[nH]nc(-c3ccccc3O)c2C(c2cccc(Cl)c2)N1CC1CCCO1 (configuration not stated)
    97	-15	-1	3.1	3	1	-6	6	0	10
36) CCN(CC)CCCOc1nc(C)nc2c1oc1ccccc12
    97	12	-5	-2.4	0	12	0	-1	2	-1
37) CC(C)(C)OC(=O)NCCc1nnc(SCc2c(Cl)cccc2Cl)o1
    104	19	1	-4.3	-4	-3	-4	0	1	-13
38) Cn1nc(C(F)(F)F)cc1-c1ccc(S(N)(=O)=O)s1
    109	11	0	-2.1	-3	-25	9	26	0	4
39) CCCCNS(=O)(=O)c1ccc2nc(SCC(=O)c3ccc(C#N)cc3)[nH]c2c1
    105	16	2	-2.9	2	-6	-13	-1	3	0
40) COc1ccc(N(C)S(=O)(=O)c2cccc(C(=O)N3CCN(c4cccc(C)c4C)CC3)c2)cc1
    109	5	-1	-1.3	0	-5	-4	-10	4	-1
41) COc1ccc(-c2nn(-c3ccccc3)cc2/C=N/n2cnnc2)cc1OC
    102	4	4	-0.8	1	-19	6	3	-1	-4
42) CCNC(=S)Nc1ccc(N(c2ccccc2)C(C)C)cc1
    102	-10	2	1.9	-1	6	-7	6	0	-6
43) CCn1ccnc1[C@@H]1C[C@H]2CN(c3ccccc3OC)C(=O)[C@]23CCCN13
    101	-2	2	0.4	-1	3	-4	8	-2	-8
44) O=c1c2ccccc2ncn1-c1ccc(Cl)cc1[N+](=O)[O-]
    97	-15	-6	3.2	0	16	-4	10	0	-3
45) CC(C)(C)OC(=O)n1cc(C(=O)c2ccccc2O)cn1
    105	13	1	-2.5	3	-2	-1	-2	1	0
46) C/C(=N\S(=O)(=O)c1ccc(C)cc1)N(C)C
    98	17	2	-3.1	2	4	1	0	-3	-3
47) O=C1c2ccccc2S(=O)(=O)N1CC(O)Cn1c2ccccc2c2ccccc21 (configuration not stated)
    87	-28	8	5.3	6	-26	-8	-3	-5	-1
48) COCC(C)NC(=O)COCc1cc(-c2ccc3c(c2)OCO3)on1 (configuration not stated)
    96	6	0	-1.1	2	1	-5	3	5	5
49) Cc1ccc(C(C)(C)C)cc1S(=O)(=O)Nc1cccc(C(=O)N2CCN(c3ccccn3)CC2)c1
    103	-10	9	2.0	5	-21	-11	-10	8	-3
50) CCOC(=O)c1c(C)[nH]c(C(=O)N/N=C\c2ccccc2O)c1C
    127	3	4	-0.6	-1	-8	0	-3	-3	-9
51) CCN(CC)c1ccc(N2C(=O)/C(=C/c3cccnc3)SC2=S)cc1
    .	-12	0	1.9	0	-1	0	5	-3	-7
52) CCOC(=O)Cn1c(SC)nc2sc3c(c2c1=O)CC(C)(C)OC3
    98	4	0	-0.8	-4	3	1	19	2	6
53) COC(=O)c1sc(N2CCN(c3ccc(Cl)cc3)CC2)nc1N
    98	-29	2	5.0	0	-6	-8	-4	-3	-6
54) C/C(CC(=O)Nc1ccc(Cl)cn1)=N\NC(=O)Cc1cccs1
    114	4	4	-0.8	1	-23	-2	2	2	3
55) Cc1nc([N+](=O)[O-])c(C(=O)OCc2ccc(C#N)cc2)n1C
    103	10	3	-2.1	-1	-9	-6	-29	2	-7
56) Cc1c(CCO)c(=O)[nH]n1C(=O)c1ccc(F)cc1
    104	14	-2	-2.8	3	1	-11	5	-1	-10
57) COCCCNC1=C(Cl)C(=O)c2ccccc2C1=O
    98	-26	-1	5.0	5	4	-4	13	4	2
58) CC(OC(=O)c1cc(=O)[nH]c2ccccc12)C(=O)NC1CCCCC1C (configuration not stated)
    97	2	1	-0.3	-1	-3	-14	8	-3	-4
59) COc1ccc(C(=O)NNC(=O)CSc2nnc(-c3ccc(O)cc3)n2C)cc1
    107	10	-2	-2.1	3	4	-3	32	7	11
60) O=c1cc(O)c2sc3nc4c(c(C(F)(F)F)c3c2[nH]1)CCCCC4
    97	3	-3	-0.6	0	-28	-10	-1	-1	-10

Next results follow.
Fields: Pemphigus Ab inh	OPRM1-OPRD1 inv	HTR5A ag	OPRM1-OPRD1 ag	DAGLB inhibitor	HTR5A inv ag	PKA-R2B activ	Arr AP2 block	V-ATPase pHluor	PKA-R1A activ
61) CC(=O)NC1c2ccccc2C(=O)N1Cc1ccccc1 (configuration not stated)
    126	-1	-3	0.2	1	13	10	15	3	16
62) Nn1c(SCc2ccccc2)nc2ccccc21
    100	0	1	-0.1	-4	-3	-8	2	-5	-8
63) CCOC(=O)c1cc(=O)c2c([N+](=O)[O-])ccc(OC)c2o1
    108	12	2	-2.3	-3	20	2	1	2	6
64) COC(=O)C(NC(=O)CNS(=O)(=O)c1ccc(Br)cc1)c1ccccc1 (configuration not stated)
    102	5	2	-1.1	1	16	-2	2	1	-6
65) COC(=O)c1cnc(N2CCCN(S(=O)(=O)c3ccc(C(F)(F)F)cc3)CC2)nc1C(F)(F)F
    .	-14	2	2.8	-3	-24	2	35	-3	-9
66) CCC(=O)N1CCc2cc(S(=O)(=O)N3CCN(c4cc(C)ccc4C)CC3)ccc21
    108	9	10	-1.8	-2	4	-6	-1	5	-1
67) Cc1cccc(NC(=O)N(C)Cc2cccs2)c1
    .	8	-6	-1.5	-1	-11	-7	2	1	1
68) O=C(NC(c1ccccc1)c1ccccc1)c1ccc(CO)cc1
    .	7	-2	-0.9	0	6	-1	-3	4	-10
69) O=C(CSc1ccccn1)Nc1ccc(NC(=O)CSc2ccccn2)cc1
    97	6	3	-1.1	-3	-7	2	2	-1	4
70) Cc1cccc(NC(=O)c2ncn3c2C(=O)N(C)CC3)c1
    .	.	.	.	-2	.	7	.	-1	0

Hits appear at their usual frequency; overall some 2.4% were active at least once.
